PABP1 MLLE inh: blocks PAM2 peptide binding to the PABP1 MLLE domain; P11940; GST-MLLE / FITC-PAM2 fluorescence polarization; inhibition, % at 20 µM; actives 0.36% (n = 360,000); AID 588489; in the data active means inhibition above about 35%, passing the limit was not always enough;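 further: plate controls were DMSO wells with GST-MLLE for no effect and wells lacking GST-MLLE protein for full effect; some results filed as inactive read as strong as hits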
MT1-MMP act inh: blocks activation of human MT1-MMP; P50281; HT1080 RFP-PRO-GFP cells, GFP/RFP ratio fluorescence, overnight; percent of plate control window, DMSO zero; GFP/RFP ratio change, % at 20 µM; actives 0.061% (n = 360,000);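 active means GFP/RFP ratio change of at least 30% with cell ATP level not reduced by more than half and red fluorescence within 50% of control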; further: strong numbers were not always called active
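Assay system: HT1080 cells carrying an RFP-PRO-GFP reporter | Dosing: Single dose of 20 µM compound, 1% DMSO final | Incubation: Cells overnight before dosing, compound overnight, 37 °C, 5% CO2 | Evaluation: GFP/RFP fluorescence ratio | Control set: DMSO and RFP-L50D-GFP cell wells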
Neddylation inh: blocks human cullin neddylation; P61081+Q13564; TR-FRET cullin neddylation, biochemical; calls only at 25 µM; actives 0.58% (n = 360,000); in the data active means inhibition above about 36%
FAS-TE inh: inhibitors of human fatty acid synthase thioesterase domain | recombinant FAS-TE, OMFH fluorogenic substrate, fluorescence endpoint | actives 0.67% (n = 360,000) | inhibition, % at 15 µM | AID 602261;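 active means compounds whose normalised, plate-corrected inhibition of enzyme fluorescence in the single-dose primary screen is 50% or more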;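 further: 0% = DMSO with enzyme and 100% = substrate without enzyme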
Rin1 Abl inh: human Rin1-Abl interaction inhibition; TR-FRET Rin1/Abl binding, biochemical; inhibition, % at 7.35 µM; P00519+Q13671; actives 0.4% (n = 360,000); in the data active means inhibition above about 5%, passing the limit was not always enough
NadD block: blocks S. aureus nicotinate mononucleotide adenylyltransferase; purified NadD enzyme, colorimetric absorbance read-out; inhibition, % at 20 µM; actives 0.78% (n = 360,000); in the data active means inhibition above about 26%; further: some compounds past the cut are filed as inactive
Rpn11 block: inhibitors of human proteasome Rpn11. O00487. human 26S proteasome, Ub4-pepOG fluorescence polarization; 20S core pre-blocked with epoxomicin. calls only at 20 µM. actives 0.59% (n = 360,000). AID 588493;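 active means inhibition at 20 µM, scaled to each plate's controls, above about 33%, limit read from the data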
SKN-1 inh: blocks SKN-1 activity in C. elegans. C. elegans VP596 Pgst-4::GFP/RFP ratio, acrylamide-induced, 24 h. inhibition, % at 21.8 µM. actives 0.49% (n = 360,000). AID 624304;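 active means interference check ratio from 0.5 to 1.5 plus GFP to RFP signal ratio inhibition reaching or exceeding a fixed threshold, cut at about 30% in these data, passing the limit was not always enough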; further: some compounds called inactive have numbers as strong as hits
CSN deneddyl inh: blocks human CSN-mediated cullin deneddylation. Q92905. Purified CSN, SCF-Nedd8-OG deneddylation, fluorescence polarization. inhibition, % at 12.5 µM. actives 0.38% (n = 360,000). AID 651999;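 active means pattern-corrected inhibition above about 35%, with an unprinted fluorescence ratio check between 0.5 and 1.5, limit read from the data, passing the limit was not always enough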;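 further: 0% = enzyme with substrate and 100% = substrate without enzyme; some results filed as inactive read as strong as hits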
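Assay system: Purified human Csn5 enzyme expressed in HEK293T cells | Amount: Enzyme 0.24 nM | Measured by: Fluorescence polarization readout | Medium: Tris/NaCl/DTT buffer, pH 7.5 | Compound dosing: One concentration, 12.5 µM, 0.25% DMSO | Times: 90 min incubation of compound, enzyme and substrate at room temperature | Control set: no-enzyme wells high, enzyme-with-substrate wells low | Read-out: % inhibition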
Starred values were filed as active, the others as inactive; i = inactive; . = not tested or not shown; + = active, no number.

[1] O=C(O)COc1ccccc1/C=N/NC(=O)CSc1nc2ccccc2s1
[2] O=C(NCCCN1CCCC1=O)c1ccccc1NS(=O)(=O)c1ccc(Br)cc1
[3] Nc1c(C(=O)NCC2CCCO2)c2nc3ccccc3nc2n1-c1ccccc1 (stereo not drawn)
[4] CCOc1ccc2oc(C(=O)OCC(=O)NCc3ccc(OC)cc3)c(C)c2c1
[5] Cc1ccc(CSCC(=O)NCCc2ccccc2)cc1
[6] O=CN1CCN(C(=O)c2cccc([N+](=O)[O-])c2)CC1
[7] O=C(Nc1ccc2c(c1)OCO2)c1cc(C2CCCN(C(=O)CCc3ccccc3)C2)on1 (stereo not drawn)
[8] O=C(NC1CCCCC1)C(c1ccc(F)cc1)N(Cc1ccco1)C(=O)c1ccccn1 (stereo not drawn)
[9] CN(CC(=O)Nc1ccc(N2CCOCC2)cc1)C(=O)CSc1ccc(Br)cc1
[10] Cc1ccc(N2CC(C(=O)Nc3ccc(S(=O)(=O)Nc4nccs4)cc3)CC2=O)cc1C (stereo not drawn)
assay / compound	1	2	3	4	5	6	7	8	9	10
MT1-MMP act inh	-7	15	6	-2	3	3	-8	-3	5	3
PABP1 MLLE inh	15	-9	5	-6	0	9	-9	-1	-2	3
CSN deneddyl inh	0	0	-1	6	-5	-5	1	-4	-5	2
FAS-TE inh	-3	-8	-1	-4	0	-5	5	-6	8	-4
SKN-1 inh	-1	2	-9	-12	0	3	-10	1	-4	-1
Rpn11 block	i	i	i	i	i	i	i	i	i	i
NadD block	2	3	0	-6	-3	-4	-3	-1	-4	3
Rin1 Abl inh	1	2	-2	1	1	-2	2	5	3	1
Neddylation inh	i	i	.	i	i	i	i	i	i	i

[11] O=C(NC(=O)N1CCCc2ccccc21)c1ccccc1
[12] CCc1ccc(N(CC(=O)Nc2nc3ccc(C)cc3s2)S(=O)(=O)c2c(C)noc2C)cc1
[13] COc1ccccc1NS(=O)(=O)c1cccc(C(=O)N/N=C/c2cn(-c3ccccc3)nc2-c2ccccc2)c1
[14] C/C(=N\NC(=S)NCCc1ccccc1)c1cccc(Br)c1
[15] CC(=O)c1ccc(NC(=O)CN2CCC(C(=O)c3ccc4c(c3)OCCO4)CC2)cc1
[16] Cc1cc(C)nc(NC(=NCCc2c[nH]c3ccccc23)NC(=O)Nc2ccc(Cl)cc2)n1
[17] CCN1C(=O)[C@@H]2[C@@H](c3ccc(-c4ccc5c(c4)OCO5)c(OC)c3)N3CCCC[C@@]3(C(=O)OC)[C@@H]2C1=O
[18] Cc1ccc(C)c(OCCCCN2CCCCC2)c1
[19] N#Cc1ccc(C23CC4(C2)[C@H](CN(Cc2ccc(-c5ccccc5)cc2)[C@@H]4c2ccccc2)C3c2ccccc2)cc1 (stereo partly drawn)
[20] O=C(NCc1cccnc1)c1c(F)c(F)c(F)c(F)c1F
assay / compound	11	12	13	14	15	16	17	18	19	20
MT1-MMP act inh	5	-20	1	2	6	4	-4	2	-2	1
PABP1 MLLE inh	2	-5	17	39*	-8	-8	-1	-5	-13	-7
CSN deneddyl inh	-3	-4	-7	5	-1	-6	-2	-2	3	-1
FAS-TE inh	-6	23	42	38	2	17	53*	-5	22	-3
SKN-1 inh	-5	8	0	6	-14	1	8	-7	-1	6
Rpn11 block	i	i	i	i	i	i	i	i	i	i
NadD block	-9	2	33*	7	-9	21	10	-1	19	-5
Rin1 Abl inh	0	5	2	2	-1	-4	1	1	0	2
Neddylation inh	i	i	+	i	i	i	i	i	i	i

[21] O=C(CN1CCc2ccccc2C1)Nc1ccc(Br)cc1
[22] COc1ccc(C(=O)N/N=C/c2cccnc2)cc1
[23] CCOc1ccc(NC(=O)CCC(=O)N/N=C/c2ccc([N+](=O)[O-])s2)cc1
[24] Cc1c(C(=O)N2CCCCC2)c(S(=O)(=O)NCc2ccccc2Cl)c(C)n1C
[25] CCCCN(C(=O)c1ccc2c(c1)OCO2)C1CCS(=O)(=O)C1 (stereo not drawn)
[26] Cc1ccc(O)c(N=Cc2sc3ccccc3c2Cl)c1
[27] COCCCn1c(SCC(N)=O)nnc1-c1ccccc1
[28] CC(C)SC1=NC(C)(C)C=C(/C=C/c2ccc(Cl)cc2Cl)N1
[29] O=C(NCCSc1ccccn1)c1ccc(Cl)cc1
[30] CN(C(=O)COC(=O)/C=C/c1ccc(Cl)c(Cl)c1)c1c(N)n(Cc2ccccc2)c(=O)[nH]c1=O
assay / compound	21	22	23	24	25	26	27	28	29	30
MT1-MMP act inh	1	-1	-1	0	2	-3	2	-13	9	2
PABP1 MLLE inh	4	4	-1	11	2	-4	4	-23	-14	1
CSN deneddyl inh	-4	-4	0	-1	-4	7	3	6	1	-4
FAS-TE inh	21	-3	-12	-5	-3	5	-5	22	-2	-6
SKN-1 inh	-15	6	8	4	8	14	6	34	6	5
Rpn11 block	i	i	i	i	i	i	i	i	i	i
NadD block	2	-2	5	-5	-3	-5	-2	2	1	10
Rin1 Abl inh	2	-3	-4	0	1	-1	0	0	2	1
Neddylation inh	i	i	i	i	i	i	i	i	i	i

Rewritten with values under each structure: part of the list above
Value order – MT1-MMP act inh	PABP1 MLLE inh	CSN deneddyl inh	FAS-TE inh	SKN-1 inh	Rpn11 block	NadD block	Rin1 Abl inh	Neddylation inh
#19 N#Cc1ccc(C23CC4(C2)[C@H](CN(Cc2ccc(-c5ccccc5)cc2)[C@@H]4c2ccccc2)C3c2ccccc2)cc1 (stereo partly drawn)
  -2	-13	3	22	-1	i	19	0	i
#20 O=C(NCc1cccnc1)c1c(F)c(F)c(F)c(F)c1F
  1	-7	-1	-3	6	i	-5	2	i
#21 O=C(CN1CCc2ccccc2C1)Nc1ccc(Br)cc1
  1	4	-4	21	-15	i	2	2	i
#22 COc1ccc(C(=O)N/N=C/c2cccnc2)cc1
  -1	4	-4	-3	6	i	-2	-3	i
#23 CCOc1ccc(NC(=O)CCC(=O)N/N=C/c2ccc([N+](=O)[O-])s2)cc1
  -1	-1	0	-12	8	i	5	-4	i
#24 Cc1c(C(=O)N2CCCCC2)c(S(=O)(=O)NCc2ccccc2Cl)c(C)n1C
  0	11	-1	-5	4	i	-5	0	i
#25 CCCCN(C(=O)c1ccc2c(c1)OCO2)C1CCS(=O)(=O)C1 (stereo not drawn)
  2	2	-4	-3	8	i	-3	1	i
#26 Cc1ccc(O)c(N=Cc2sc3ccccc3c2Cl)c1
  -3	-4	7	5	14	i	-5	-1	i
#27 COCCCn1c(SCC(N)=O)nnc1-c1ccccc1
  2	4	3	-5	6	i	-2	0	i
#28 CC(C)SC1=NC(C)(C)C=C(/C=C/c2ccc(Cl)cc2Cl)N1
  -13	-23	6	22	34	i	2	0	i

The results go on:
[31] CC(Nc1ccc(F)cc1F)C(=O)NC(=O)NC1CCCCC1 (stereo not drawn)
[32] Cc1ccc(S(=O)(=O)n2ccc3c(OCCOCCSCC(NC(=O)OC(C)(C)C)C(=O)O)cccc32)cc1 (stereo not drawn)
[33] CC(=O)Nc1cc(C(=O)N(C)Cc2ccco2)ccc1Sc1ccc(Cl)cc1
[34] COc1ccc(CCNC(=O)c2sc(=S)n(C)c2N)cc1
[35] O=c1c(-c2ccccc2)n[nH]c2ccccc12
[36] COc1ccccc1C(c1nnnn1CCc1ccccc1)N1CCCCCC1 (stereo not drawn)
[37] Brc1ccc(-c2nnc(-c3ccccc3)o2)o1
[38] COc1ccc(OCCOC(=O)CCS(=O)(=O)c2ccc(C)cc2)cc1
[39] Cc1nnsc1C(=O)Nc1cccc(Cl)c1
[40] CCN(CC)S(=O)(=O)c1ccc2c(c1)c(=O)c(C(=O)NCCc1ccc(OC)c(OC)c1)cn2C
assay / compound	31	32	33	34	35	36	37	38	39	40
MT1-MMP act inh	1	3	-1	1	2	-25	-1	-24	2	0
PABP1 MLLE inh	-13	3	-5	43*	-6	6	6	2	1	-13
CSN deneddyl inh	0	6	-5	0	-2	-6	2	2	-2	3
FAS-TE inh	3	-6	6	0	-6	21	-1	6	-2	-1
SKN-1 inh	3	-3	-4	-10	7	26	47*	11	2	0
Rpn11 block	i	i	i	i	i	i	i	i	i	i
NadD block	-4	-3	4	0	4	1	-10	-8	-1	-11
Rin1 Abl inh	0	3	-1	-5	-6	-2	-5	2	-5	-2
Neddylation inh	i	i	i	i	i	i	i	i	i	i

[41] CCOC(=O)N/N=C/c1cccc(Cl)c1Cl
[42] COc1ccccc1-c1c(C)nn2c(N3CCN(c4ccccc4OC)CC3)cc(C)nc12
[43] CC(=O)Nc1ccc(NC(=O)Cn2c(-c3ccc(F)cc3)cnc2SCC(=O)Nc2c(C)cccc2C)cc1
[44] Cc1cc(=O)oc2c(O)c(O)ccc12
[45] Cn1cc(/C=C/C(=O)N2CCCC(C(=O)c3ccc(C(F)(F)F)cc3)C2)cn1 (stereo not drawn)
[46] Cc1ccc(NC(=O)COC(=O)c2csc3c2CCC(C)C3)cc1S(=O)(=O)N1CCCCC1 (stereo not drawn)
[47] CCOC(=O)C1CCN(C(=O)c2ccc(N3CCOCC3)c([N+](=O)[O-])c2)CC1
[48] CN(Cc1ccc(Cl)cc1Cl)C(=O)CNC(=O)c1ccco1
[49] c1ccc(Nc2nc3ccccc3n3nnnc23)cc1
[50] CCC1Oc2ccc(C)cc2N(CC(=O)NCc2ccccc2OC)C1=O (stereo not drawn)
assay / compound	41	42	43	44	45	46	47	48	49	50
MT1-MMP act inh	2	-3	4	4	-1	-2	-1	-1	-3	-2
PABP1 MLLE inh	2	-7	35	19	2	-9	-3	-6	22	-1
CSN deneddyl inh	-6	1	4	-3	-9	6	-2	3	-10	-4
FAS-TE inh	-2	20	-9	0	-4	24	-6	0	-4	-3
SKN-1 inh	19	-13	10	0	-5	10	-6	11	1	-2
Rpn11 block	i	i	i	i	i	i	i	i	i	i
NadD block	-3	-2	9	-1	0	4	-1	-4	0	3
Rin1 Abl inh	1	-1	-1	0	-4	-4	-1	0	-1	2
Neddylation inh	i	.	i	i	i	i	i	i	i	i

[51] CCCN(CCC)C(=S)Nc1cc(C(=O)OC)ccc1C(=O)OC
[52] Cn1c(Sc2nc3ccccc3n2C)nc2ccccc21
[53] O=C(N/N=C/c1ccncc1)c1ccc2c(c1)OCO2
[54] Cn1c(N/N=C/c2c[nH]c3ccccc23)nc2ccccc21
[55] CC(C)CN(C(=O)COC(=O)CCSc1ccc(F)cc1)c1c(N)n(Cc2ccccc2)c(=O)[nH]c1=O
[56] CC1=NN(C(N)=S)C(=O)C1N=Nc1ccc(Cl)cc1 (stereo not drawn)
assay / compound	51	52	53	54	55	56
MT1-MMP act inh	1	-2	-6	10	-1	-1
PABP1 MLLE inh	-7	-38	1	-56	-11	29
CSN deneddyl inh	0	-4	-9	3	-2	-3
FAS-TE inh	10	-3	-2	0	-9	0
SKN-1 inh	8	-12	-4	18	-1	-7
Rpn11 block	i	i	i	i	i	i
NadD block	-3	1	1	-3	1	-1
Rin1 Abl inh	-4	0	0	-5	0	-5
Neddylation inh	i	i	i	i	i	i
